# Screens from PubChem BioAssay.
# MsrA inh – inhibits bovine methionine sulfoxide reductase A; AID 651718; hit rate 0.75% among 360,000; purified bovine MsrA, absorbance read-out; inhibition, % at 15.5 µM; in the data active = inhibition above about 4.5%;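 also: 0% = vehicle wells with enzyme and 100% = reference inhibitor wells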
# * hit, by the source's call. An excerpt, so the mix of outcomes need not match the whole.
# The opening four records, ahead of the listing:
SMILES,MsrA inh
Nc1ccc2ccc(NS(=O)(=O)N3CCCCC3)cc2c1,0.2
COC(=O)[C@]12C[C@H](CC(=O)N3CCOCC3)C(=O)N(Cc3ccccc3)C1=C[C@H](C(C)(C)C)O[C@@H]2C,-0.1
O=C(Nc1ccccc1)C1=C[C@H](c2ccc(C(F)(F)F)cc2)C[C@H](OCc2ccc(CO)cc2)O1,0.8
CCC(c1nc2ccccc2[nH]1)n1c(C)nc2ccccc21 (configuration not stated),-0.7

# The listing (from the top)
SMILES,MsrA inh
Nc1ccc2ccc(NS(=O)(=O)N3CCCCC3)cc2c1,0.2
COC(=O)[C@]12C[C@H](CC(=O)N3CCOCC3)C(=O)N(Cc3ccccc3)C1=C[C@H](C(C)(C)C)O[C@@H]2C,-0.1
O=C(Nc1ccccc1)C1=C[C@H](c2ccc(C(F)(F)F)cc2)C[C@H](OCc2ccc(CO)cc2)O1,0.8
CCC(c1nc2ccccc2[nH]1)n1c(C)nc2ccccc21 (configuration not stated),-0.7
CCCCN(CCCC)CCCNC(=O)Cn1cc(C)c(=O)[nH]c1=O,0.3
N#Cc1ccc2nc(-c3ccc(CN4CCC(c5nc6ccccc6[nH]5)CC4)cc3)c(-c3ccccc3)nc2c1,0.2
NC(=O)[C@H]1CC2(CC(c3cccc(NC(=O)[C@H]4CCC(=O)N4)c3)=NO2)CN1C(=O)CC(c1ccccc1)c1ccccc1 (some centres not stated),-0.2
C=CCN=C1NC(c2cccc(C(F)(F)F)c2)C(C(=O)OC)=C(C)N1C (configuration not stated),-0.1
O=C(/C=C(\Nc1cc(Cl)c(Cl)c(Cl)c1)c1ccccc1)c1ccccc1,0.1
Cc1ccc2nc3n(c(=O)c2c1)-c1ccccc1C(=O)NC3Cc1ccccc1 (configuration not stated),-1.3
COc1ccc(NC(=O)CN2CCC3(O)CCCCC3C2c2ccccc2OC)cc1 (configuration not stated),0.9
Cc1ccccc1CN1[C@@H](C)[C@H](c2ccccc2)Oc2cccc(N3CCCC3)c2S1(=O)=O,3.1
CN=C1S/C(=C\c2cccn2-c2cccc(Br)c2)C(=O)N1C,-1.2
C[C@@H]1CN([C@H](C)CO)C(=O)c2cc(NC(=O)Nc3ccc(F)cc3)ccc2O[C@@H](C)CCCCO[C@@H]1CN(C)C(=O)CCCN(C)C,-0.6
Cc1cc2c(c(=O)o1)[C@@]1(C(=O)N(C)c3ccccc31)C1=C(CCCC1=O)O2,0.2
CN(C)C(=O)N1CCN(C(=O)[C@H]2O[C@@H](n3ccc(N)nc3=O)[C@H](O)[C@@H]2O)CC1,0.6
CC(=C1SC(=S)NC1=O)c1ccc(Cl)c(O)c1,2.4
COC(=O)C1=C(C)N(Cc2ccccc2C(F)(F)F)C(=NCC2CC2)NC1c1cccc(F)c1 (configuration not stated),-1.5
Cc1ccc2cccc(OCC(=O)c3cc(C)n(Cc4ccco4)c3C)c2n1,0.0
CC1CCCC(C)N1C(=O)c1ccccc1 (configuration not stated),0.5
COc1ccc(Cn2c(C)cc(O)cc2=O)cc1,0.2
CC(C)c1[nH]nc2c1C(c1ccc3c(c1)OCO3)NC2=O (configuration not stated),-1.7
c1ccc(-c2ccc(-c3ccccn3)nn2)nc1,0.0
Cc1ccc(NC(=O)c2cccc(S(=O)(=O)Nc3c(C)n(C)n(-c4ccccc4)c3=O)c2)cc1C,-1.2
CCc1cc2c(nc1CC)CCCN2S(=O)(=O)c1cccs1,0.6
CCCCCCCCN1C(=O)[C@@H](CC(=O)NCCCCc2ccccc2)C[C@@]2(C(=O)OC)C1=C[C@H](C(C)(C)C)O[C@@H]2C,0.4
C[C@@H]1CN(c2ccc(N3CCN(C(=O)OC(C)(C)C)C[C@H]3C)cc2C#N)C[C@H](C)O1,1.3
N#Cc1c(-c2ccncc2)c2c([nH]c1=O)-c1ccccc1OC2,1.2
O=C(CN1C2=NCCN2c2ccccc21)N1CCOCC1,0.2
O=C(CNc1n[nH]c(=O)[nH]c1=O)N/N=C/c1ccccc1,-0.9
CCCCNC(=O)C[C@H]1C[C@@]2(C(=O)OC)C(=C[C@H](C3CCCC3)O[C@@H]2C)N(Cc2ccccc2)C1=O,0.9
COC(=O)C1=C(C)N(Cc2ccccc2C(F)(F)F)C(=NCc2ccc(OC)cc2)NC1c1ccc(C(F)(F)F)cc1 (configuration not stated),0.5
NC(=O)C1(N2CCCCC2)CCN(C(=O)Nc2ccccc2C(F)(F)F)CC1,-0.3
COC(=O)[C@]12C[C@H](CC(=O)NCCCCc3ccccc3)C(=O)N(Cc3ccccc3)C1=C[C@H](C(C)(C)C)O[C@@H]2C,0.3
COC(=O)[C@@]1(Cc2ccc(F)cc2)[C@H]2c3cc(C(=O)N(C)C)n(CCSCCO)c3C[C@H]2CN1C(=O)c1ccccc1,0.2
c1ccc(-c2ccc3c(n2)CCCN3Cc2ccccn2)cc1,0.9
O=[N+]([O-])c1ccc(S(=O)(=O)Nc2ccc(-c3csc(-c4ccccc4)n3)cc2)cc1,1.2
COC(=O)C1=C(C)N(Cc2ccccc2C(F)(F)F)C(=NCc2ccccc2)NC1c1cccc(C(F)(F)F)c1 (configuration not stated),-2.3
COc1ccc(C2c3c(oc4ccccc4c3=O)C(=O)N2Cc2ccncc2)cc1OC (configuration not stated),0.8
O=S1(=O)N[C@@H](Cc2ccccc2)COc2cccc(NCCCN3CCOCC3)c21,1.9
COc1ccc(CN(C)CC(=O)Nc2ccc(Cl)cc2F)c(OC)c1,-0.1
COC(=O)Cc1c(C)c2ccc(OCC(=O)c3ccc(OC)c(OC)c3)cc2oc1=O,-1.5
O=S(=O)(c1ccccc1)N1CCCc2nc(-c3ccccc3)ccc21,0.1
C[C@H](O)[C@@H]1C(=O)N2CCc3c([nH]c4c(-c5ccc6c(c5)OCO6)cccc34)[C@@H]2C[C@@H]1N(C)C(=O)c1ccco1,-0.8
Nc1nc2cc3c(cc2cc1C(=O)NCCc1c[nH]c2ccccc12)OCO3,1.2
Cc1cc(-c2n[nH]c(=S)o2)c(C)n1-c1ccccc1,2.0
COC(=O)c1cc2c(c3c4cc(F)ccc4n(S(=O)(=O)c4ccc(C)cc4)c13)C(=O)N(Cc1ccc(C(F)(F)F)cc1)C2,-0.6
COC(=O)C1=C(C)N(Cc2ccc(C(F)(F)F)cc2)C(=NCc2ccccc2)NC1c1ccc(Cl)cc1 (configuration not stated),-0.6
COc1cccc(CNC(=O)[C@H]2CCCN2C(=O)[C@H]2CCCN2C(=O)c2c(F)cccc2F)c1,-0.5
O=C(CC(=O)N/N=C/c1c(F)cccc1Cl)NCc1ccccc1,-0.2
CC(=O)Nc1ccc(S(=O)(=O)N2CCN(C(=O)C(=O)c3cccc(C(F)(F)F)c3)CC2)cc1,0.6
C#CCNC(=O)C[C@H]1C[C@@]2(C(=O)OC)C(=C[C@H](C3CCCC3)O[C@@H]2C)N(CCCCCCCC)C1=O,0.2
Cc1cccc(N/C(N)=N/c2nc(CSc3ccc(Cl)cc3)cc(=O)[nH]2)c1,-1.3
CCN1C(=O)/C(=C\c2ccc(-c3cccc(C(=O)OC)c3)o2)SC1=Nc1ccc(C(=O)O)cc1,0.5
CCCCCCC12C(=Cc3cc4c(cc31)OCCO4)c1cc(OC)c(OC)cc1C(CC(=O)OC)N2C(=O)OC (configuration not stated),1.8
CC(C)(C)S(=O)(=O)N1Cc2cc(CO)ccc2[C@H]1CCO,-0.6
O=C(CC1Nc2c3ccccc3nc(=S)n2C1=O)NC1CCCCC1 (configuration not stated),0.5
C[C@H](CO)N1C[C@H](C)[C@@H](CN(C)S(=O)(=O)c2ccc(F)cc2)Oc2cc(Br)ccc2S1(=O)=O,-0.4
COc1ccc(N2C(=O)CCC(C(=O)N(C)C3CCCCC3)C2c2ccc(OC)c(OC)c2)cc1 (configuration not stated),0.5
CN1CCCCC(NC(=O)c2c(F)cccc2F)C1=O (configuration not stated),1.0

# 4 entries from above, field by field:
O=C(CC(=O)N/N=C/c1c(F)cccc1Cl)NCc1ccccc1
  MsrA inh: -0.2

Cc1cccc(N/C(N)=N/c2nc(CSc3ccc(Cl)cc3)cc(=O)[nH]2)c1
  MsrA inh: -1.3

Cc1cc(-c2n[nH]c(=S)o2)c(C)n1-c1ccccc1
  MsrA inh: 2.0

COc1ccc(N2C(=O)CCC(C(=O)N(C)C3CCCCC3)C2c2ccc(OC)c(OC)c2)cc1 (configuration not stated)
  MsrA inh: 0.5

# Next entries.
SMILES,MsrA inh
COc1cccc(CN(C)[C@H]2C[C@H]3c4[nH]c5ccccc5c4CCN3C[C@H]2[C@H](C)O)c1OC,-1.0
COc1cc(C2C(C(=O)c3ccco3)=C(O)C(=O)N2c2cc(C)on2)ccc1OCc1ccccc1 (configuration not stated),1.3
CCCN1CCCCC(NC(=O)c2ccc(F)c(F)c2)C1=O (configuration not stated),0.0
CCCCCCCCN1C(=O)[C@@H](CC(=O)N2CCN(C(=O)OCC)CC2)C[C@@]2(C(=O)OC)C1=C[C@H](C(C)(C)C)O[C@@H]2C,0.1
COC(=O)[C@]12C[C@H](CC(=O)NCCc3ccccc3OC)C(=O)N(CCC3=CCCCC3)C1=C[C@H](COCc1ccccc1)O[C@@H]2C,0.9
CCCCCn1cc(CCC(=O)Nc2ccc(Oc3cccnc3)cc2)c2ccccc21,0.9
CCN(Cc1cc2ccc(C)cc2[nH]c1=O)C(=O)c1ccncc1,1.7
O=C(Nc1ccc(Nc2cccnc2)cc1)c1c[nH]c2ccccc12,1.2
O=C(c1ccccc1)N1CCC2CCN(CCc3ccccc3)CC21 (configuration not stated),0.9
C[C@@H]1CCCCO[C@@H](CN(C)C(=O)NC2CCCCC2)[C@@H](C)CN([C@H](C)CO)C(=O)c2cc(N(C)C)ccc2O1,0.3
O=C(c1ccco1)[C@@H]1[C@@H]2C(=O)N(c3ccc(F)cc3)C(=O)[C@@H]2C2c3ccccc3C=CN21 (some centres not stated),-1.5
O=C(NCc1ccccc1)[C@H]1CCCN1C(=O)[C@H]1CCCN1C(=O)c1ccc(Cl)cc1,0.7
O=c1[nH]c(=O)n(Cc2ccccc2)c2nc(-c3cccs3)n(CCO)c12,1.4
Cc1cc(=O)oc2cc(OCc3c(F)cccc3Cl)ccc12,0.8
O=C1CC(c2ccc(Cl)cc2)CC(O)=C1C=NCCN1CCNCC1 (configuration not stated),0.4

# Single entries from above:
# `O=C1CC(c2ccc(Cl)cc2)CC(O)=C1C=NCCN1CCNCC1` (configuration not stated) in MsrA inh: 0.4
# `O=C(c1ccccc1)N1CCC2CCN(CCc3ccccc3)CC21` (configuration not stated) in MsrA inh: 0.9
# `Cc1cc(=O)oc2cc(OCc3c(F)cccc3Cl)ccc12` in MsrA inh: 0.8
# `O=C(Nc1ccc(Nc2cccnc2)cc1)c1c[nH]c2ccccc12` in MsrA inh: 1.2

# Additional records follow:
SMILES,MsrA inh
Cc1nc2cc[nH]n2c(=O)c1CCc1ccccc1,1.1
COc1cc(NS(=O)(=O)c2ccc(NC(=O)COc3ccccc3Cl)cc2)nc(OC)n1,-0.1
C[C@@H]1ON(C)[C@H]2C[C@H]3c4[nH]c5c(-c6ccccc6)cccc5c4CCN3C[C@@H]12,0.1
O[C@@H]1COC(Nc2ccc(N=Nc3ccccc3)cc2)C[C@@H]1O (some centres not stated),3.3
OC1OC2COC(c3ccccc3)OC2C(O)C1O (configuration not stated),0.4
Cc1cccnc1N=O,0.5
CN(c1ccc(NC(=O)CCc2c[nH]c3ccccc23)cc1)c1ccccn1,-0.5
Cc1ccccc1/C=C/C(=O)c1ccc([N+](=O)[O-])o1,2.3
N#Cc1ccc(S(=O)(=O)NC(=O)[C@H]2O[C@@H](n3ccc(=O)[nH]c3=O)[C@H](O)[C@@H]2O)cc1,1.0
COc1ccc(NC(=O)Nc2ccc3c(c2)C(=O)N([C@H](C)CO)C[C@@H](C)[C@@H](CN(C)Cc2ccc4c(c2)OCO4)OCCCC[C@H](C)O3)cc1,-0.9
COC(=O)C[C@@H]1C[C@H]2c3cc(NC(=O)Nc4ccccc4F)ccc3O[C@H]2[C@@H](CO)O1,0.1
C#CCNC(=O)C[C@H]1C[C@@]2(C(=O)OC)C(=C[C@H](C(C)(C)C)O[C@@H]2C)N(Cc2ccccc2)C1=O,0.6
CC(C)(C)S(=O)N1C[C@H]2CC(=O)C=C2[C@@H]1CCO (some centres not stated),0.9
NC(=O)CCC(NS(=O)(=O)c1ccc(Cl)cc1)C(=O)NCc1ccccc1 (configuration not stated),-1.3
O=C(N[C@H](Cc1ccccc1)C(=O)N(CCC1=CCCCC1)CC1CC1)[C@H]1O[C@@H](n2ccc(=O)[nH]c2=O)[C@H](O)[C@@H]1O,-1.0
Cc1ccnc(NC(=O)/C=C/c2ccccc2[N+](=O)[O-])c1,0.6
CN(C)S(=O)(=O)N(CC(=O)Nc1ccccc1C(F)(F)F)c1ccccc1,-1.0
Cc1cc(N/C(=C\C(=O)c2ccccc2)c2ccccc2)ccc1Br,0.2
Cc1noc(C)c1S(=O)(=O)N1CCCc2nc(-c3ccc(Br)cc3)ccc21,0.5
CC(=O)N1C[C@@H](CO)[C@@H]2C[C@H]1c1ccccc1N2C,1.1
CCn1c2c(n(C(C)=O)c1=O)C=C(C(=O)N1CCCC1)C(C)C(c1ccccc1)=C2 (configuration not stated),0.9
C[C@@H]1CN([C@@H](C)CO)C(=O)c2cc(NC(=O)Nc3ccc4c(c3)OCO4)ccc2O[C@@H](C)CCCCO[C@@H]1CN(C)CC1CCCCC1,-1.0
CCOC(=O)CN1C(=O)[C@]2(OCCC=C[C@H]2C)c2ccccc21,3.1
COc1cc(C(=O)NN=C2c3ccccc3-c3ccccc32)cc(OC)c1OC,0.7
CC(NC(=O)Cc1ccccc1[N+](=O)[O-])c1ccccc1 (configuration not stated),-0.5
COc1ccc(C(=O)C(=O)N2CCN(S(=O)(=O)c3cccc4c(N(C)C)cccc34)CC2)cc1OC,1.8
CC(Sc1ccsc1[N+](=O)[O-])C(=O)NCc1ccccc1 (configuration not stated),1.3
O=C1NC(Cc2ccccc2)c2nc3ccc(Cl)cc3c(=O)n2-c2ccccc21 (configuration not stated),-0.5
COC(=O)C1=C(C)N(Cc2cccc(C(F)(F)F)c2)C(=NCc2ccccc2)NC1c1ccccc1C(F)(F)F (configuration not stated),-1.2
